Assay outcomes deposited in PubChem BioAssay by National Center for Advancing Translational Sciences (NCATS).
DRD3 agonist: qHTS of D3 Dopamine Receptor Agonist: qHTS. hit rate 0.58% among 410,000. D(3) dopamine receptor (Homo sapiens), P35462. max activation, %. D3R DiscoveRx beta-arrestin cells, luminescence, 90 min; in the data active = max activation above about 30%; also: 0% is about no effect; mostly tested at two doses, the higher about 12 µM
Target sequence (P35462 whole entry, looked up): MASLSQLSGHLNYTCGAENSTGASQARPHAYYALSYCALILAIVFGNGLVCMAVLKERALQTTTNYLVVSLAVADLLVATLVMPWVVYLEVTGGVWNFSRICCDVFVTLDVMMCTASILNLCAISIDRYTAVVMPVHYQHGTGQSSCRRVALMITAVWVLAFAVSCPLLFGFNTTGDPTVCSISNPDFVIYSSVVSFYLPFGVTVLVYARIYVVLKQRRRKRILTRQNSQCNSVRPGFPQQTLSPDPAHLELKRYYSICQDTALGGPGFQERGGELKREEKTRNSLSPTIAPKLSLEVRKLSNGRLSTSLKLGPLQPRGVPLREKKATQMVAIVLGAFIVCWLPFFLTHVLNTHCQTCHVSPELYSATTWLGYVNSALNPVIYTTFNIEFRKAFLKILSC
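Cells at 1500/well, incubated overnight, then treated with pinned compounds (dopamine as control) for 90 min at 37 degrees C. DiscoveRx reagent added for 30 - 60 minutes at room temperature; luminescence read.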
KB-V1 cytotox: qHTS assay for MDR1-selective chemotherapeutics: Primary screen using the drug-selected MDR subline cells KB-V1; KB-V1 MDR cells viability, CellTiter-Glo, 72 h; Potency, µM (titrated, usually from 46.1 µM), for inactives: at the top dose activity change, negative = cytotoxicity, most hits filed as cytotoxic; hit rate 3.4% among 400,000; AID 1347076, 2019; also: potency is read from the fitted curve at half-maximal effect; % is scaled to controls: 0 for no effect and ±100 for the full control effect; nearly all actives have a fitted effect of over 60% in size
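Cytotoxicity via CellTiter-Glo luminescence after 72 h compound exposure at 37 degrees C. Cells: drug-selected KB-V1 line, DMEM phenol-red free plus 10% FBS. Compounds tested at multiple concentrations; normalized data fitted to concentration-effect curves.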
GLP-1R agonist: qHTS of GLP-1 Receptor Agonists; Glucagon-like peptide 1 receptor (Homo sapiens), P43220; HEK293 GLP-1R CRE-luciferase, luminescence, 4-6 h; cells express a hypersensitive GLP-1R form; Potency, µM (titrated, usually from 45.6 µM), for inactives: at the top dose activation, actives largely listed as activators; hit rate 0.007% among 380,000; also: potency is read from the fitted curve at half-maximal effect; % of control where 0% means no effect
Target sequence (P43220 whole entry, looked up): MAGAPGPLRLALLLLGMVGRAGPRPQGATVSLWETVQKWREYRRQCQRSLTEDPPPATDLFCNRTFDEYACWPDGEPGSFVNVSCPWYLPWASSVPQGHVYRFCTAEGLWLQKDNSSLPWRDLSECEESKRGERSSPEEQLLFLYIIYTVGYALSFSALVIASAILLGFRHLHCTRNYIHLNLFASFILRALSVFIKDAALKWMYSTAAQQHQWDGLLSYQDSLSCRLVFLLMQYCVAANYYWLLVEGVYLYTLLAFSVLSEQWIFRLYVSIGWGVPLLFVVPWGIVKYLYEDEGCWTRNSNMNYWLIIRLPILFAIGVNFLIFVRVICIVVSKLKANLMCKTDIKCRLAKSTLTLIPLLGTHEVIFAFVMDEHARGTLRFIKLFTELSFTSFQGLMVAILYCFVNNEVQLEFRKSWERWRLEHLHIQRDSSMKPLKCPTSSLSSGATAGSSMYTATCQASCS
GLP1R inv ag: qHTS of GLP-1 Receptor Inverse Agonists (Inhibition Mode); HEK293 GLP-1R CRE-luciferase, luminescence, 24 h; GLP-1R form is constitutively active; Potency, µM (doses to about 38.3 µM), for inactives: at the highest dose activity change, negative = inhibition, hits mostly inhibitors; hit rate 1.6% among 410,000; also: potency is read from the fitted curve at half-maximal effect; % is scaled to controls: 0 for no effect and ±100 for the full control effect; nearly all actives have a fitted effect of over 55% in size
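Stable HEK293 clone (constitutively active GLP-1R + cAMP-response luciferase); 200 cells/uL plated, 12 h pre-culture, compound 24 hr, 37 deg C/5% CO2; detection reagent 12 min RT; luminescence.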
aSyn rescue: qHTS of alpha-syn Inhibitors. Potency, µM (series often up to 46.1 µM), for inactives: at the top dose growth rescue (activation), hits mostly activators. hit rate 0.14% among 370,000. Yeast expressing alpha-synuclein, growth rescue, BacTiter-Glo, 24 h; also: potency is read from the fitted curve at half-maximal effect; % of control where 0% means no effect; nearly all actives have a fitted effect of over 65% in size
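Readout is rescue of growth in alpha-synuclein-expressing yeast, so inhibitors of toxicity appear as activators. Growth after 24 hr at 30 deg C in galactose medium is quantified by luminescence.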
GLP1R cytotox: qHTS of GLP-1 Receptor Inverse Agonists: Cytotox Screen. hit rate 0.13% among 410,000. AID 624418, 2012. HEK293 cAMP-luciferase reporter cells, luminescence, 24 h. Potency, µM (highest dose often 38.3 µM), for the others: top-dose activity change, negative = inhibition, most hits filed as inhibitors;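 also: loss of luciferase light is scored as toxicity; potency is read from the fitted curve at half-maximal effect; % is scaled to controls: 0 for no effect and ±100 for the full control effect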
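MLSMR compounds, 24 hr on cells at 37 deg C/5% CO2; luminescence after luciferase reagent (12 min RT). Inhibition counted as the undesired cytotoxic outcome.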
DRD3 antagonist: qHTS of D3 Dopamine Receptor Antagonist: qHTS; hit rate 2.5% among 360,000; AID 652054, 2013; D3R cells, DiscoveRx beta-arrestin luminescence, antagonist mode; hits give low values; max response, negative = inhibition, %; in the data active = max response below about -50%; inconclusive = no clear call, values can overlap the other calls; also: % is scaled to controls: 0 for no effect and ±100 for the full control effect; mostly tested at two doses, the higher about 12 µM
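Cells expressing the human receptor were seeded at 1500 cells/well, incubated overnight at 37 degrees C in 5% CO2, then exposed to library compounds with dopamine controls for 90 minutes at 37 degrees C before luminescent detection.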
PTHR1 ag: qHTS for PTHR1 Agonists: Primary Screen; AID 743266, 2014; Potency, µM (top dose mostly 115 µM), for inactives: at the highest dose activation, most hits filed as activators; HEK293 GP2 PTHR1 cells, GloSensor cAMP luminescence, 1 h; Parathyroid hormone/parathyroid hormone-related peptide receptor (Homo sapiens), Q03431; hit rate 0.075% among 410,000; also: potency is read from the fitted curve at half-maximal effect; nearly all actives have a fitted effect of over 55% in size; some results filed as inactive show a strong effect at the top dose; inactives centre near -15; many of its hits are not listed in these tables
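HEK-293-derived GP2 cells expressing PTHR1 and a GloSensor cAMP reporter, 3,000/well, plated overnight, given luciferin plus IBMX (each 0.5 mM as added) for 1 h at 37 °C, then compound for 1 h at 37 °C. Luminescence was read after 15 min at room temperature.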
TDP43 rescue: qHTS of TDP-43 Inhibitors; TDP-43 expressing yeast growth rescue, BacTiter-Glo, 24 h; Potency, µM (titrated, usually from 46.1 µM), for inactives: top-dose growth rescue (activation), usual class: activators; hit rate 1.8% among 410,000; AID 652104, 2013; also: potency is read from the fitted curve at half-maximal effect; % of control where 0% means no effect; nearly all actives have a fitted effect of over 50% in size
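Readout is BacTiter-Glo luminescence of cell growth, so inhibitors register as activators. TDP-43-expressing yeast at OD600=0.02 in galactose medium, after raffinose pregrowth to mid-log, were incubated with compound for 24 hr at 30 deg C.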
* marks the source's active call; other numbers are inactive results; i = inactive; u = inconclusive; x = not tested or not shown; [ ] = remark or other dose. Unless noted, calls follow the shape of the dose curve; as a rule, active = well fitted curve in the direction sought with a large enough effect; inconclusive = small, poorly fitted or top-dose-only effect, or another doubt; inactive = no such curve, though single readings can be large; an effect the other way counts as inactive or inconclusive.

SMILES	DRD3 agonist	KB-V1 cytotox	GLP-1R agonist	GLP1R inv ag	aSyn rescue	GLP1R cytotox	DRD3 antagonist	PTHR1 ag	TDP43 rescue
CCCCCCc1cc2cc(/C(N)=N/NC(=O)c3ccncc3)c(=O)oc2cc1O	24	-2%	-9%	14%	6%	5%	20	-32%	27%
COC(=O)C1=C(C)OC(N)=C(C#N)C1c1c(C)nn(C)c1C (stereo not drawn)	6	-1%	-9%	2%	2%	7%	8	-19%	-18%
CCn1cc(C(=O)NCC(C)C)c(=O)c2cc(F)c(N3CCN(C(=O)c4ccco4)CC3)cc21	4	16µM*	8%	38%	-1%	15%	28	i	-1%
O=C(NCC1CCCO1)c1[nH]c(C(F)(F)F)nc1-c1ccccc1 (stereo not drawn)	12	-4%	-3%	10%	-13%	2%	29	i	8%
CCOc1ccc(Br)cc1C1=NN(C(C)=O)C(c2ccc([N+](=O)[O-])s2)O1 (stereo not drawn)	-7	9%	12%	51%[activator]	-18%	-21%	u	-6%	19%
Cc1ccc(N2CCN(C(=O)c3c(C)oc4ncnc(N5CCCCC5)c34)CC2)c(C)c1	-13	2%	x	u	x	-5%	x	-63%[inhibitor]	u
COc1ccc(-c2ccc(Nc3ccc(C(=O)N4CCOCC4)cc3)nn2)cc1OC	1	28%	23%	56%[activator]	1%	3%	-14	i	-3%
O=C(COc1ccc(Cl)cc1)OCC(=O)c1ccc[nH]1	3	29%	-2%	12%	-7%	0%	1	-1%	-19%
O=C1CC2CCCN2C=C1I (stereo not drawn)	-9	28%	-3%	12%	-3%	2%	0	i	2%
C#CCN(C[C@H]1[C@H](OC(=O)NC2CCCC2)[C@H](OC(=O)NC2CCCC2)C[C@H]2C(=O)N(c3ccccc3)C(=O)[C@@H]12)S(=O)(=O)c1ccc(C)cc1	6	12%	-4%	15%	4%	5%	13	-12%	21%
CCc1ccc2c(c1)C(=O)CCC2	14	19%	0%	7%	-1%	-14%	3	-20%	-3%
COc1ccc(CN2CCCN(C)CC2)c(OC)c1C	-17	0%	0%	u	-1%	-11%	-19	24%	-19%
COc1ccc(NC(=O)C2CC(c3cccc(Br)c3)=NO2)cc1OC (stereo not drawn)	-1	u	3%	3%	6%	2%	20	i	-13%
COc1ccc(CNC(=O)CN2CCN(c3ccccc3)CC2)cc1	-4	-15%	1%	10%	2%	0%	-27	i	-2%
CC1Cc2ccccc2N1c1ncnc2c1nnn2Cc1ccccc1 (stereo not drawn)	0	u	-9%	1%	1%	2%	14	i	-7%
Nc1ncccc1OCc1ccc(Cl)c(Cl)c1	-25	-25%	20%	u	-6%	8%	-4	u	0%[1.82 µM]
CC1CCCCC1NC(=O)CN1C(=O)COc2ccccc21 (stereo not drawn)	-8	8%	-1%	0%	-2%	2%	-16	22%	1%
COc1ccccc1CNC(=O)[C@@H]1CCCN1S(=O)(=O)c1ccc(Cl)cc1	-5	-4%	6%	6%	2%	13%	-3	-8%	-3%
C/C(=N\NC(=O)c1cc(-c2ccc(Br)s2)[nH]n1)c1ccncc1	-2	2%	20%	43%[activator]	-4%	-4%	-2	-6%	-5%
COc1ccc(CN(C)C(=O)CCCNC(=O)c2ccc(Cl)cc2)cc1	-4	u	-1%	-4%	-3%	-2%	-5	27%	-22%
COc1ccc(NC(=O)CSc2nnc3n2CCCCC3)cc1S(=O)(=O)N1CCOCC1	-4	u	-2%	-6%	-10%	-17%	-1	i	-1%
CC[C@]12C(=O)N(C)C[C@H]([C@@H]3C(=O)N(C)C(=O)[C@@H]31)N2C(=O)c1ccc(Br)cc1	-18	10%	-10%	6%	-2%	26%	0	-14%	3%
Cc1ccc(CNC(=O)COC(=O)c2ccc(S(=O)(=O)NCc3ccco3)cc2)cc1	-1	34%	6%	-1%	2%	2%	-2	-25%	15%
CCCNC(=O)C1(C)CCCN(C(=O)c2cccc(Cl)c2)C1 (stereo not drawn)	0	-1%	-3%	7%	-1%	3%	16	-2%	28%
CCSc1nnc(NC(=O)c2csc3c2CCC(C)C3)s1 (stereo not drawn)	4	2%	-16%	-7%	-1%	9%	26	-4%[57.5 µM]	-17%
Cc1cccc(Nc2nc(C)cc(C)n2)c1	0	-1%	-3%	0%	-5%	3%	-23	i	15%
CC(C)NC(=O)N(C)C[C@H]1Oc2ccc(NS(=O)(=O)c3ccccc3)cc2C(=O)N([C@H](C)CO)C[C@H]1C	5	0%	0%	7%	0%	0%	0	-5%	14%
Cc1cc(C)cc(NC(=O)CSc2nnc(COc3ccccc3Cl)o2)c1	1	u	1%	-11%	x	1%	x	0%	u
CN(CC(=O)Nc1ccccc1C(F)(F)F)C(=O)c1ccc2c(=O)n3c(nc2c1)CCC3	4	-20%	8%	9%	-7%	-3%	-24	18%	-12%
NS(=O)(=O)c1ccc(NC(=O)CSc2ncnc3ccccc23)cc1	2	8%	-3%	-18%	6%	-10%	-5	-48%	6%

Profiles, looked up by structure. Screens in order: DRD3 agonist	KB-V1 cytotox	GLP-1R agonist	GLP1R inv ag	aSyn rescue	GLP1R cytotox	DRD3 antagonist	PTHR1 ag	TDP43 rescue
Results for `Cc1ccc(CNC(=O)COC(=O)c2ccc(S(=O)(=O)NCc3ccco3)cc2)cc1` → -1	34%	6%	-1%	2%	2%	-2	-25%	15%
Results for `Cc1cc(C)cc(NC(=O)CSc2nnc(COc3ccccc3Cl)o2)c1` → 1	u	1%	-11%	x	1%	x	0%	u
Results for `Cc1cccc(Nc2nc(C)cc(C)n2)c1` → 0	-1%	-3%	0%	-5%	3%	-23	i	15%

Later entries.
SMILES	DRD3 agonist	KB-V1 cytotox	GLP-1R agonist	GLP1R inv ag	aSyn rescue	GLP1R cytotox	DRD3 antagonist	PTHR1 ag	TDP43 rescue
CCCc1nn(-c2cc(Cl)ccc2OC)c2c1C(=O)CCC2	-7	u	9%	u	-6%	-7%	-11	i	9%
COc1ccc(NC(=O)COC(=O)c2ccc(-n3cnnn3)cc2)cc1Cl	-8	-7%	0%	8%	-4%	4%	-11	-5%	8%
COc1ccc(N2C(=O)C3CCCN3C2c2cccc(C)c2)cc1Cl (stereo not drawn)	3	6%	17%	0%	5%	-6%	-11	i	u
O=C1CC(C(=O)N2CCCc3ccccc32)CN1c1ccc(F)cc1 (stereo not drawn)	0	8%	7%	7%	-4%	1%	-8	-3%	25%
Cc1ccccc1NC(=O)Cc1nc(COC(=O)Cc2c(F)cccc2Cl)cs1	-2	-1%	21%	u	11%	5%	-4	-20%	u
COc1ccc(CCC(=O)NCc2ccc3c(c2)CCN3C(=O)c2ccc(Cl)cc2)cc1	-12	17%	x	-7%	x	0%	x	i	-27%
CC1CCN(C(=O)CSc2nnc(Cc3ccccc3)o2)CC1	-1	0%	8%	-3%	3%	-5%	u	-25%	17%
C=CCN1C(=O)N/C(=C/c2ccccc2OCC(=O)Nc2ccc(F)cc2)C1=O	0	6%	1%	3%	-9%	1%	0	-21%	-4%
CCOc1ccc(N(CC)C(=O)c2cn(CC)c(=O)c3cc(OC)c(OC)cc23)cc1	2	-19%	9%	66%[activator]	-2%	5%	-2	6%	-14%
O=C(/C=C/c1cccs1)Nc1ccc(N2CCOCC2)c(S(=O)(=O)Nc2ccccc2Cl)c1	-19	u	-2%	u	8%	13%[1.53 µM]	-29	-12%	10%
COc1cccc(Cn2nnc(C(=O)NCCc3ccc(Cl)cc3)c2N)c1	-4	-12%	8%	-16%	-2%	2%	-26	-34%[inhibitor]	0%
CC(C)N=C1SCC(C)(/C=N/O)S1 (stereo not drawn)	1	-21%	4%	0%	1%	7%	-24	-7%[57.5 µM]	-15%
COc1ccc2c(c1)sc(=N)n2C	3	0%	0%	9%[7.66 µM]	1%	-1%[7.66 µM]	7	i	11%
CC(C)(C)C(=O)Nc1nnc(-c2ccncc2)o1	0	-14%	-12%	2%	1%	-3%	3	i	12%
CCOc1ccccc1CN1CCC(Oc2cccc(C(=O)NCCOC)c2)CC1	-13	0%	-4%	-4%	0%	-3%	-19	-20%	-8%
C=CCn1c(SCCOc2ccccc2)nnc1C(C)NC(=O)c1ccccc1 (stereo not drawn)	2	u	6%	0%	x	-18%	-18	-50%[inhibitor]	5%
COc1ccc(CNC(=O)Nc2cc(C)cc(C)c2)cc1	4	u	3%	-20%	0%	6%	6	-6%	13%
COCOc1cccc(CN2CCC2(C)C(=O)Nc2ccc3c(c2)OCO3)c1 (stereo not drawn)	18	-3%	u	20%	-12%	-14%	67	i	8%
COc1ccc(OC)c(S(=O)(=O)NCCC2=CCCCC2)c1	-11	u	1%	0%	5%	-11%	12	-22%[57.5 µM]	3%
CC(O)[C@H]1CN=C(N)N1CCc1cc(C(F)(F)F)cc(C(F)(F)F)c1 (stereo partly drawn)	-4	24%	-5%	10%	-3%	4%	22	-9%	8%
Cc1ccccc1NC(=O)c1cccc(C(F)(F)F)c1	3	-20%	17%	-28%	-1%	1%[1.53 µM]	5	-3%	u
Cc1noc(C)c1COC(=O)CNC(=O)c1cccc(F)c1	-1	4%	0%	9%	-1%	2%	6	i	-9%
COCCN(Cc1cc2ccc(C)cc2[nH]c1=O)S(=O)(=O)c1ccccc1	-3	u	10%	-7%	-3%	8%	-6	-1%	-3%
Cc1noc(C)c1-c1ccc(C(=O)NCc2ccncc2)c2occc12	-2	u	-3%	u	-10%	-6%	-4	-6%	2%
COc1ccc(CNC(C)(C)C)cc1Cl	-5	12%	5%	4%	0%	u	13	i	-11%

This is a subset. The share of hits here may be higher or lower than overall.
